Screens as filed in PubChem.
NPSR antag: antagonists of human neuropeptide S receptor cAMP signaling. actives 1% (n = 220,000). CHO-NPSR cells, cAMP TR-FRET, antagonist mode. Potency, µM (titrated, usually from 38.3 µM), for inactives: at the highest dose activity change, negative = inhibition, hits mostly inhibitors; also: % is scaled to controls: 0 for no effect and ±100 for the full control effect; nearly all actives have a fitted effect of over 50% in size; many of its hits are not listed in these tables
Target sequence (Q6W5P4 whole entry, looked up): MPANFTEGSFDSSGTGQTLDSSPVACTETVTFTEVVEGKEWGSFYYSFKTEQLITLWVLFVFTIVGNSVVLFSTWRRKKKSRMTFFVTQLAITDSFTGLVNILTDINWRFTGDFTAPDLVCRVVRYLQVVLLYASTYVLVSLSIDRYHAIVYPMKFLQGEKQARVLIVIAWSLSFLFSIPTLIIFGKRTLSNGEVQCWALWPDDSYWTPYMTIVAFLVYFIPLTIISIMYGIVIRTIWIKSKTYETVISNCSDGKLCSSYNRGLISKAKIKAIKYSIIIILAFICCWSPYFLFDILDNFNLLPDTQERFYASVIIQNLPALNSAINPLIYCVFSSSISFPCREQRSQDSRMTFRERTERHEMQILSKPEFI
RGS12 GoLoco inh: blocks human Gai1 binding to RGS12 GoLoco peptide, red readout; Gai1:RGS12 GoLoco peptide FP, rhodamine, 10 min; Potency, µM (titrated, usually from 61.6 µM), for inactives: top-dose activity, negative = inhibition, hits mostly inhibitors; actives 0.44% (n = 230,000); P63096; active = well fitted inhibition curve with a large enough effect, not every such curve was filed as active; inactive = no such curve, though single readings can be large or run the other way; also: % is scaled to controls: 0 for no effect and ±100 for the full control effect; nearly all actives have a fitted effect of over 30% in size; many of its hits are not listed in these tables
Target sequence (P63096 whole entry, looked up): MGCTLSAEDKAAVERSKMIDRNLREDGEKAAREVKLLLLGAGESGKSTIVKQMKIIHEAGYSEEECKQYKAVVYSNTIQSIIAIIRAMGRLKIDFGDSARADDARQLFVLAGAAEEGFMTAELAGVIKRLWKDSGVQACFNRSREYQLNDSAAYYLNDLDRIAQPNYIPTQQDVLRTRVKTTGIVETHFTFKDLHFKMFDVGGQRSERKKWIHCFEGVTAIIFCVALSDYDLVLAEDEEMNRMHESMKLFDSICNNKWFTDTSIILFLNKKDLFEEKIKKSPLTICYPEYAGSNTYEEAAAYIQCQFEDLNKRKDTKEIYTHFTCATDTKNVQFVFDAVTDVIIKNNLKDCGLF
JMJD2E inh: JMJD2E (human) inhibition; actives 1.6% (n = 230,000); JMJD2E catalytic domain, FDH-coupled NADH fluorescence (FDH is formaldehyde dehydrogenase); AID 2147; B2RXH2; Potency, µM (series often up to 57.1 µM), without a hit: at the highest dose activity change, negative = inhibition, most hits filed as inhibitors; active = well fitted inhibition curve with a large enough effect, not every such curve was filed as active; inconclusive = small, poorly fitted or top-dose-only effect, or another doubt; inactive = no such curve, though single readings can be large or run the other way;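 also: 0% = wells with enzyme and -100% = buffer wells without enzyme; nearly all actives have a fitted effect of over 50% in size; many of its hits are not listed in these tables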
Target sequence (B2RXH2 1-337 limits assumed): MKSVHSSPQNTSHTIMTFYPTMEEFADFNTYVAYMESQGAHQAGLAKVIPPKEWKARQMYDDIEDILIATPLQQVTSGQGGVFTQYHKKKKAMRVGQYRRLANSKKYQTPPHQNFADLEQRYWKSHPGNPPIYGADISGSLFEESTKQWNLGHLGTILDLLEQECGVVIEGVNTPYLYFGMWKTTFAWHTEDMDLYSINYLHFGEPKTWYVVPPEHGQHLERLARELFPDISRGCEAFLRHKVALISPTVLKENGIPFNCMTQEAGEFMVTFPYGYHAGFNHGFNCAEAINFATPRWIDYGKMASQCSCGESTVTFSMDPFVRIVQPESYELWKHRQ
SMN2 splice up: SMN2 splice variant enhancement; Potency, µM (series often up to 46.1 µM), for inactives: at the top dose activity change, positive = activation, usual class: activators; AID 1458; HEK293 SMN2-luciferase splicing reporter, luminescence, 30-36 h; actives 2.8% (n = 210,000); also: % of control where 0% means no effect; nearly all actives have a fitted effect of over 55% in size
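HEK293 cells carry an SMN2 […]–luciferase reporter in which exon 7 inclusion puts luciferase in frame. Cells were plated 10-12 h before compound addition, then incubated 30-36 h at 37C. ONE-Glo luminescence was read; sodium butyrate at 4.5 mM final served as control.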
KinaseGlo FLuc: Kinase-Glo luciferase inhibition (counter-screen). Q27757. Kinase-Glo luciferase, ATP luminescence, 8 min. Potency, µM (series often up to 38.3 µM), inactives show top-dose activity change, negative = inhibition, actives largely listed as inhibitors. actives 0.28% (n = 200,000). AID 1379; also: % is scaled to controls: 0 for no effect and ±100 for the full control effect; nearly all actives have a fitted effect of over 60% in size
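Compounds were added to a substrate mix at pH 7.2 (50 mM imidazole, 10 uM ATP, within the enzyme's linear range), followed by Kinase-Glo detection reagent; luminescence was measured after 8 minutes at ambient temperature.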
RECQ1 helicase: blocks DNA unwinding by human RECQ1. actives 0.54% (n = 240,000). P46063. RECQ1 DNA unwinding, red fluorescence kinetic read. Potency, µM (top dose mostly 57.3 µM), without a hit: at the highest dose activity, negative = inhibition, hits mostly inhibitors;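 also: plate controls were vehicle for no effect and no enzyme for full effect; nearly all actives have a fitted effect of over 30% in size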
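RECQ1T1 50 nM; forked duplex (20 bp + 30-nt ss tails) 200 nM, ATP 2 mM final; pH 8.0, 2 mM MgCl2, 2.5 ug/ml poly(dI-dC); 15 min compound preincubation; discontinuous kinetic read over 2 h at RT.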
IMPase Li cell: IMPase inhibition in cells with lithium potentiation | CHO-M1 cells, IP1 TR-FRET (IP-One), carbachol + lithium | Potency, µM (doses to about 59.4 µM), inactives show at the highest dose activity, negative = IMPase inhibition, hits mostly inhibitors | actives 0.35% (n = 210,000);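 also: IP1 builds up when IMPase is blocked and the TR-FRET signal falls; plate controls were basal vehicle for no effect and high inhibitor control for full effect; nearly all actives have a fitted effect of over 50% in size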
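IP1 accumulation measured by competitive TR-FRET in lysed CHO-M1 cells after 30 min compound exposure at 37C, with a small lithium addition to potentiate weak responses. Hill-equation AC50 from ratio and donor-channel data.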
Epigenetic derep: regulators of epigenetic silencing causing reporter derepression in mouse cells | murine LDR cells, GFP reporter derepression, 30 h | Potency, µM (doses to about 53.9 µM), for the others: at the highest dose GFP activation, most hits filed as activators | actives 0.2% (n = 280,000) | AID 1865; also: % of control where 0% means no effect; nearly all actives have a fitted effect of over 60% in size
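Readout is the number of GFP-expressing murine LDR cells, counted by cytometry following washing. Cells were treated with compound for 30 h at 37 C; the stably integrated CMV-GFP locus is normally silent.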
Active calls of the source: *; i = inactive; u = inconclusive; x = no result given; & = joins results of further samples; [ ] = dose if it differs, or a comment. Unless noted, calls follow the shape of the dose curve; as a rule, active = well fitted curve in the direction sought with a large enough effect; inconclusive = small, poorly fitted or top-dose-only effect, or another doubt; inactive = no such curve, though single readings can be large; an effect the other way counts as inactive or inconclusive. Potency is read from the fitted curve at half-maximal effect.

SMILES	NPSR antag	RGS12 GoLoco inh	JMJD2E inh	SMN2 splice up	KinaseGlo FLuc	RECQ1 helicase	IMPase Li cell	Epigenetic derep
CCOCC(=O)Nc1ccc(-c2cn3cccnc3n2)cc1	-6.3%[46.1 µM]	5.3%	u	13.1%	-6.0%	6.7%	-15.3%[38.3 µM]	-1.2%
Cc1ccc(C(=O)CCC(=O)Nc2ccc(Cl)c(S(=O)(=O)Nc3cccc(Cl)c3)c2)cc1	-24.3%	12.1%	1.3%	-10.8%	-2.4%	3.1%	3.0%	-3.0%
Cc1sc2ncn(CC(=O)NCCN3CCOCC3)c(=O)c2c1S(=O)(=O)N1CCC(C)CC1	-4.7%[46.1 µM]	4.6%	-5.1%	8.2%	-1.5%	i	25.6%[38.3 µM]	-0.8%
O=C(NCc1ccc(F)cc1)C(=O)NCC1OCCN1S(=O)(=O)c1ccc2c(c1)OCCO2 (stereo unspecified)	0.4%	6.9%	10.7%	x	x	-7.5%	x	1.0%
O=C(N/N=C/c1cc(Br)ccc1O)Nc1ccccc1	-25.7%	-8.8%	u	7.7%	-1.1%	i	-2.9%	3.6%
CCN(CC)C(=O)N1CCN(C(=O)c2ccc(C)cn2)CC1	-6.8%[46.1 µM]	4.3%	-0.6%	-6.1%	0.0%	-3.4%	-20.7%[38.3 µM]	-1.7%
CCOc1ccc(Br)cc1C1C(C(=O)OC)=C(N)Oc2cc(N(C)C)ccc21 (stereo unspecified)	u	23.7%	-3.1%	-17.5%	-0.6%	-16.5%	43.4%[activator][38.3 µM]	-2.0%
Cc1ccc(S(=O)(=O)NNC(=O)C(O)(c2ccccc2)c2ccccc2)cc1	9.0%	1.7%	-3.3%	-5.6%	1.2%	-3.5%	5.2%	-2.1%
CC1Oc2ccccc2N(CC(=O)Nc2ccc3c(c2)OCCO3)C1=O (stereo unspecified)	-12.9%[7.67 µM]	1.9%	-1.8%	6.8%	0.5%	-11.3%	-0.4%[38.3 µM]	1.7%
COc1ccc(OC)c(NC(=O)c2ccc(S(=O)(=O)N3CCN(C)CC3)cc2)c1	-10.1%[46.1 µM]	-9.7%	0.8%	3.2%	10.6%	-9.9%	-3.5%[38.3 µM]	0.8%
COc1ccc(-n2c(Cc3ccccc3)nnc2SCC(=O)N2CCCc3ccccc32)cc1	-21.0%[46.1 µM]	-2.0%	0.0%	-15.9%	1.5%	i	16.7%	-0.8%
CSc1nnc(C)c(=O)n1COC(=O)COc1ccccc1	13.3%	6.8%	139.5%[activator]	8.6%	-6.2%	-7.6%	5.7%	-0.3%
COc1ccc2cc(C(=O)CCC(=O)O)ccc2c1	x	2.9%[14.2 µM]	x	2.5%[9.22 µM]	-1.6%[7.66 µM]	x	-2.4%	x
CC(=O)c1cccc(N(C(=O)CNC(=O)c2ccco2)C(C(=O)NCc2ccco2)c2ccccc2)c1 (stereo unspecified)	-7.9%	7.2%	-0.2%	x	0.8%	i	7.8%	-6.8%
CCOC(=O)c1ccccc1NC(=O)c1ccc(N(C)S(C)(=O)=O)cc1	-25.4%[46.1 µM]	9.2%	7.8%	u	4.2%	u	26.2%[38.3 µM]	-1.1%
COC(=O)c1cc(NC(=O)Cc2ccc(OC)c(OC)c2)cc(C(=O)OC)c1	-5.7%[46.1 µM]	-6.7%	-6.2%	-7.5%	-4.6%	5.4%	3.7%[38.3 µM]	-1.2%
C/C(CC(=O)Nc1ccc(C)cc1C)=N\NC(=O)C(C)C	4.1%	7.0%	14.5%	-1.4%	-0.8%	i	4.6%	0.0%
Cc1ccc(C(=O)N/N=C\c2ccc(OC(=O)c3cccs3)cc2)cn1	15.1%	0.9%	-15.7%	10.9%	-3.8%	-1.6%	-1.3%	-1.1%
O=C(COc1c(Cl)cc(Cl)cc1Cl)c1ccc(Cl)cc1	-0.2%	41.3%[activator]	2.9%	-21.1%	-3.6%	-4.3%	-4.1%	-1.8%
Cc1cc(C(=O)NN)c(C)o1	8.5%	4.3%	31.9%[activator]	18.2%	-2.7%	-0.1%	-4.6%	-3.1%
Cn1cc([N+](=O)[O-])c(C(=O)NCc2cc3cc(Cl)ccc3[nH]2)n1	-2.8%	-8.0%	-4.7%	-0.7%	-5.0%	-5.3%	-2.1%	1.1%
CCCCNc1nc2ccccc2nc1NS(=O)(=O)c1cccs1	-5.9%[46.1 µM]	2.3%	u	-19.0%	2.2%	-7.1%	-9.4%[38.3 µM]	-0.7%
Cc1ccc(N/N=C/c2ccc(N3CCOCC3)cc2)cc1C	-14.5%[46.1 µM]	-4.9%	u	-1.9%	-3.0%	-1.9%	18.1%[38.3 µM]	-0.9%
CC1CCc2c(C(=O)Nc3nccs3)csc2C1 (stereo unspecified)	3.6%[46.1 µM]	3.8%	-17.0%	u	1.7%	i	4.5%[38.3 µM]	-1.9%
CCCc1ccc(OCc2nc(-c3ccc(NC(=O)c4ccco4)cc3)no2)cc1	u	28.2%	-12.9%	21.0%	-0.4%	-12.4%	-10.3%[38.3 µM]	0.1%
O=C(CCCSc1nnc(SCCCC(=O)c2ccc(F)cc2)s1)c1ccc(F)cc1	u	11.9%	1.8%	-43.6%[inhibitor]	-2.2%	-5.1%	18.8%[38.3 µM]	0.9%
COc1ccc(OC)c(NC(=O)COC(=O)c2nc(Cl)ccc2Cl)c1	3.5%	9.8%	-1.7%	3.8%	4.4%	i	0.5%	-0.1%
CCOc1cc(/C=C2\C(=O)N(CCC#N)N=C2C)ccc1OCC(N)=O	6.1%	-1.5%	u	26.6%	-1.3%	-28.0%	0.2%	-0.5%
Cc1ccc(Sc2nc([N+](=O)[O-])nn2C)cc1	15.6%	-2.2%	3.9%	9.1%	3.6%	-5.1%	1.7%	2.0%
Cc1c(/C=N\NC(=O)c2c[nH]c3ccccc23)cnn1C	-1.0%	14.8%	-3.9%	27.1%	-2.1%	i	8.0%	1.3%
CCN1C(=O)c2n[nH]c(C(=O)OC)c2C1=O	-13.5%[46.1 µM]	-12.7%	8.0%	31.8%	4.5%	-4.8%	9.2%[38.3 µM]	-1.7%
O=C(CSc1nc2sc3c(c2c(=O)[nH]1)CCC3)NCCO	-10.1%	7.1%	u	x	x	i	x	2.4%
Cc1cc(C(=O)O)ccc1[C@H](N)C(=O)O	x	5.3%&-2.0%	-2.0%	1.2%	2.7%	2.7%	-7.5%&14.6%	0.8%&3.7%
CCCn1c(N2CCN(C(=O)Nc3ccc(Cl)cc3)CC2)nc2ccccc21	50.9%	-20.3%	-1.2%	x	-1.4%	0.1%	10.8%	4.5%
O=C1/C(=C/c2ccccc2)SC(=S)N1N1C(=O)C2CC2C1=O (stereo unspecified)	-11.1%	6.5%	-7.2%	11.7%	-3.0%	1.6%	-0.1%	2.6%
CCC(=O)NNC(=O)c1c(O)c2ccccc2[nH]c1=O	1.3%	8.0%	u	5.6%	-1.0%	-1.6%	0.1%	7.2%

Next section, starting with the last 3 of the part before.
SMILES	NPSR antag	RGS12 GoLoco inh	JMJD2E inh	SMN2 splice up	KinaseGlo FLuc	RECQ1 helicase	IMPase Li cell	Epigenetic derep
CCCn1c(N2CCN(C(=O)Nc3ccc(Cl)cc3)CC2)nc2ccccc21	50.9%	-20.3%	-1.2%	x	-1.4%	0.1%	10.8%	4.5%
O=C1/C(=C/c2ccccc2)SC(=S)N1N1C(=O)C2CC2C1=O (stereo unspecified)	-11.1%	6.5%	-7.2%	11.7%	-3.0%	1.6%	-0.1%	2.6%
CCC(=O)NNC(=O)c1c(O)c2ccccc2[nH]c1=O	1.3%	8.0%	u	5.6%	-1.0%	-1.6%	0.1%	7.2%
Cc1cc(C)cc(N(C(=O)CCC(=O)Nc2cc(C)on2)C(C(=O)NC2CCCC2)c2ccco2)c1 (stereo unspecified)	-37.2%	-4.1%	-2.7%	-11.4%	-0.4%	i	5.1%	0.0%
CSc1ccccc1NC(=O)Cn1nc([N+](=O)[O-])c(Cl)c1C	-16.4%	4.7%	4.0%	x	-1.4%	3.5%	-1.9%	2.2%
CCOCCN(C(=O)c1ccccc1Cl)c1cccc(C)c1C	-57.7%	-9.7%	-10.5%	x	x	-6.1%	x	-2.1%
COc1ccc(-c2cc(C(=O)N3CCN(c4ccccc4)CC3)no2)cc1OC	-11.1%[46.1 µM]	-13.2%	-8.0%	2.8%	-3.8%	i	29.8%[38.3 µM]	2.9%
O=C(Cn1c2ccc(F)cc2c2nc3n(c(=O)c21)CCS3)Nc1ccc(Cl)cc1F	-15.9%	17.0%	-5.4%	-5.6%	-0.6%	-7.5%	-9.5%	1.1%
CC1(OC(=O)c2ccc(Cl)nc2)C(=O)C=c2cc(-c3ccsc3)ncc2=C1OC(=O)C1CCCC1 (stereo unspecified)	x	5.4%[14.2 µM]	-0.5%[11.4 µM]	-0.8%[9.22 µM]	-4.9%[7.66 µM]	i[11.5 µM]	8.1%	x
O=C1CCCC(=O)C1=C1SCCS1	-0.2%	-2.4%	0.0%	11.0%	11.8%	-1.0%	5.4%	2.2%
COCCn1c(N)c(N(Cc2ccccc2)C(=O)c2ccc3ccccc3c2)c(=O)[nH]c1=O	3.8%	-8.3%	u	-5.4%	-3.8%	-0.9%	-9.3%	-0.6%
O=C1Nc2ccccc2C12OCCO2	14.6%[46.1 µM]	-0.5%	7.2%	-2.6%	-2.5%	i	-1.9%[38.3 µM]	-1.6%
CCc1cc(C(=O)OC)c(NC(=O)CCCC(=O)O)s1	-9.4%[46.1 µM]	6.0%	-9.9%	-7.3%	-1.8%	16.3%	-9.6%[38.3 µM]	1.3%

One compound at a time, from the list above:
Shown for O=C(Cn1c2ccc(F)cc2c2nc3n(c(=O)c21)CCS3)Nc1ccc(Cl)cc1F = NPSR antag: -15.9%; RGS12 GoLoco inh: 17.0%; JMJD2E inh: -5.4%; SMN2 splice up: -5.6%; KinaseGlo FLuc: -0.6%; RECQ1 helicase: -7.5%; IMPase Li cell: -9.5%; Epigenetic derep: 1.1%
Shown for O=C1CCCC(=O)C1=C1SCCS1 = NPSR antag: -0.2%; RGS12 GoLoco inh: -2.4%; JMJD2E inh: 0.0%; SMN2 splice up: 11.0%; KinaseGlo FLuc: 11.8%; RECQ1 helicase: -1.0%; IMPase Li cell: 5.4%; Epigenetic derep: 2.2%

Not all compounds are listed, so the mix of outcomes need not match the whole.
